# PGC1a acetyl inh: PGC1a acetylation modulation, inhibitor mode | U2OS PGC1a acetylation, AlphaScreen anti-acetyl-lysine; with virally co-expressed GCN5 acetyltransferase | inhibition, % at 15.6 µM | actives 0.17% (n = 350,000);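 active means every replicate shows inhibition of at least 40%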;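 further: 0% = neutral control wells and 100% = positive control wells; some results beyond the cut were filed as inactive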
# Cneo AK release: causes C. neoformans cell lysis; actives 0.2% (n = 360,000); lysis activity, % at 15 µM; adenylate kinase release luminescence, 4 h; normalised: neutral wells 0, clomiphene wells 100;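 active means mean lysis activity across replicates of at least 80%, whatever share of replicates individually reach that level; inactive means mean lysis activity below 80%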
#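 Signal: Adenylate kinase release luminescence | Assay system: Log-phase Cryptococcus neoformans yeast cells | Input: Cells at 5 × 10^6 per mL | Buffer or medium: Fresh YPD growth medium | Compound: Single dose | Schedule: Static 4 h at 37 °C with compound, 1 h detection | Controls: Clomiphene | Read-out: Luminescence rise reflecting yeast cell lysis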
# PAX8 reporter: inhibitors of PAX8 transcriptional activity in RMG-I cells | RMG-I TPO-luciferase reporter, SteadyGlo, 24 h | inhibition, % at 12.6 µM | actives 1.2% (n = 360,000);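 active means mean replicate inhibition at least 60% with every replicate also reaching 60%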;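 further: luciferase light reporting Pax8 driven TPO promoter activity; plate controls were median of neutral control wells for no effect and mitoxantrone controls for full effect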
# miR-122 sensor: inhibitors of miR-122 in Huh7 cells | Huh7 miR-122 Renilla luciferase sensor, 48 h; neutral wells = 0, positive control = 100 | activation (reporter increase), % at 12.5 µM | actives 0.3% (n = 340,000) | AID 602342;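 active means mean replicate activation score at least 90 and every replicate individually at or above 90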;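 further: higher luciferase means less miR-122 activity so hits act as miR-122 inhibitors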
# FN deposition inh: fibronectin deposition inhibition; AID 743247; actives 0.086% (n = 350,000); AH1F fibroblasts, Alexa488-fibronectin deposition fluorescence, overnight; inhibition, % at 12.6 µM;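 active means mean inhibition across replicates of 30% or more, regardless of how many single replicates reach that level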;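 further: positive control wells lacked labelled fibronectin entirely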
#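 Material: AH1F fibroblast monolayer depositing Alexa488-labelled fibronectin into matrix | Input: 10000 AH1F cells/well | Medium: DMEM plus 2% serum, read in PBS | Reagent: Alexa488-fibronectin, 24 nM final in well | Compound dosing: One dose per compound, pinned | Schedule: 1 h adhesion, overnight exposure | Measured by: Fluorescence at 485 nm excitation, 525 nm emission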
# LGR2 inh: Drosophila LGR2 receptor signaling inhibition; AID 720647; actives 0.35% (n = 380,000); HEK293 LGR2, CRE-luciferase, bursicon-stimulated, 4 h; inhibition, % at 9.99 µM;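 active means drop in luminescence signal, shown as inhibition above about 50% in the replicate tests, limit read from the data, passing the limit was not always enough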;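 further: agonist challenge used bursicon conditioned medium at about half maximal strength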
# Casp6 inh: caspase-6 (human) enzyme inhibition | AID 686996 | inhibition, % at 12.5 µM | P55212 | purified caspase-6, Z-VEID-R110 cleavage fluorescence | actives 0.53% (n = 350,000);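 active means mean inhibition across replicates at least about 35%, with every replicate also reaching that limit, limit read from the data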;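 further: 0% = median of neutral control wells and 100% = no fluorescence left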
# Target sequence (P55212 24-179 limits assumed): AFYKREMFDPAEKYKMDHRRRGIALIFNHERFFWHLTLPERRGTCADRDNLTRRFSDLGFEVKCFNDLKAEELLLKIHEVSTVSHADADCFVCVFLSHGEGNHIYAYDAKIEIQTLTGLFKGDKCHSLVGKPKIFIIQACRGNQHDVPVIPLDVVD
# Target sequence (P55212 194-293 limits assumed): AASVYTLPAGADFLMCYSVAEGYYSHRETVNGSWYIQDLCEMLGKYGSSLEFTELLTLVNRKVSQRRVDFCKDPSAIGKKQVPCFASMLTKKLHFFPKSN
# EWS-Fli inh: blocks EWS/Fli oncoprotein-driven transcription | A673 NR0B1-luciferase reporter, viability-normalised | inhibition, % at 12.6 µM | actives 0.67% (n = 350,000);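 active means mean inhibition of at least 50% after viability correction, with every replicate also passing that limit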;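 further: firefly luciferase signal divided by Alamar Blue viability fluorescence both relative to DMSO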
# The depositor's hits bear a star; / = no result given; & = joins results of further samples; [ ] = dose if it differs, or a comment.
SMILES,PGC1a acetyl inh,Cneo AK release,PAX8 reporter,miR-122 sensor,FN deposition inh,LGR2 inh,Casp6 inh,EWS-Fli inh
C[C@@H]1CN([C@@H](C)CO)S(=O)(=O)c2ccc(-c3cncnc3)cc2O[C@@H]1CN(C)C(=O)C1CCCCC1,1.2,3.1,-6.2,/,-9.5,-2.8,4.6,3.0
CC1(C)CCC(C)(C)NC(=S)N1,1.0,3.8,-80.7&-6.0,-8.7,-5.6&6.5,-11.4,-1.1&-0.2,6.4&-23.6
O=C(Nc1ccc(F)cc1F)C1CCCN1S(=O)(=O)c1ccc(-c2ccc(=O)[nH]n2)s1 (configuration not stated),/,1.8,0.3,/,6.7,-30.0,1.7,4.9
COc1ccccc1C(=O)NNC(=O)c1ccc2ccccc2c1,-2.2,-4.0,-4.6,6.3,1.3,-17.4,2.8,-10.6
CCCC(=O)Nc1ccc2c(c1)OC[C@@H](C)N(S(=O)(=O)c1cn(C)cn1)C[C@H](C)[C@@H](OC)CN(C)C2=O,3.7,1.0,/,2.8[16.7 µM],0.2,-3.4,3.6,2.9
Cc1ccccc1C(=O)NNC(=O)c1cc(S(=O)(=O)N2CCOCC2)ccc1C,7.2,1.7,-3.3,5.5,6.8,-10.0,0.2,0.4
COc1ccc(CCn2c(-c3ccco3)nc3nc4ccccc4nc32)cc1,-8.7,-1.1,-18.1,-4.7,2.8,-13.1,1.9,/
Cc1cc(C)cc(NS(=O)(=O)CCCS(=O)(=O)Nc2cc(C)cc(C)c2)c1,2.8,2.2,16.0,/,-3.1,3.9,2.6,4.4
O=C1C=C(OCCF)CC(c2ccc(Br)cc2)O1 (configuration not stated),/,/,-13.0,/,9.6,18.3,0.4,-37.9
C[C@H](CO)N1C[C@H](C)[C@@H](CN(C)Cc2ccc(C(=O)O)cc2)Oc2ccc(NS(C)(=O)=O)cc2CC1=O,1.7,-0.8,-17.3,5.0[16.7 µM],/,-0.9,1.6,-11.1
COC(=O)C1=CNC=C(C(=O)OC)C1c1ccccc1Cl,-1.0,-1.0,17.1,1.3,6.9,/,/,/
O=[N+]([O-])c1ccc(OCCN2CCCCCC2)cc1,/,/,6.8,/,2.2,2.3,-47.8,11.4

# Copied from the list:
# `Cc1cc(C)cc(NS(=O)(=O)CCCS(=O)(=O)Nc2cc(C)cc(C)c2)c1` – Casp6 inh: 2.6
# `CC1(C)CCC(C)(C)NC(=S)N1` – miR-122 sensor: -8.7

# Given field by field: part of the list above
O=C1C=C(OCCF)CC(c2ccc(Br)cc2)O1 (configuration not stated)
  PGC1a acetyl inh = /	Cneo AK release = /	PAX8 reporter = -13.0	miR-122 sensor = /	FN deposition inh = 9.6	LGR2 inh = 18.3	Casp6 inh = 0.4	EWS-Fli inh = -37.9
C[C@H](CO)N1C[C@H](C)[C@@H](CN(C)Cc2ccc(C(=O)O)cc2)Oc2ccc(NS(C)(=O)=O)cc2CC1=O
  PGC1a acetyl inh = 1.7	Cneo AK release = -0.8	PAX8 reporter = -17.3	miR-122 sensor = 5.0[16.7 µM]	FN deposition inh = /	LGR2 inh = -0.9	Casp6 inh = 1.6	EWS-Fli inh = -11.1
Cc1cc(C)cc(NS(=O)(=O)CCCS(=O)(=O)Nc2cc(C)cc(C)c2)c1
  PGC1a acetyl inh = 2.8	Cneo AK release = 2.2	PAX8 reporter = 16.0	miR-122 sensor = /	FN deposition inh = -3.1	LGR2 inh = 3.9	Casp6 inh = 2.6	EWS-Fli inh = 4.4

# (further entries)
SMILES,PGC1a acetyl inh,Cneo AK release,PAX8 reporter,miR-122 sensor,FN deposition inh,LGR2 inh,Casp6 inh,EWS-Fli inh
O=C(NCC[C@@H]1CC[C@H](NS(=O)(=O)c2ccc(Cl)cc2)[C@@H](CO)O1)Nc1ccc(F)cc1,/,/,7.3,/,-8.2,4.7,-0.4,-14.3
C[C@@H]1CN([C@@H](C)CO)C(=O)c2cc(NC(=O)CCCN(C)C)ccc2O[C@H]1CN(C)Cc1ccc(Cl)c(Cl)c1,-5.6,-5.7,-9.4,-5.2[16.7 µM],-5.1,34.9,-1.5,-7.9
O=C(C[C@@H]1CC[C@H]2[C@@H](COC[C@@H](O)CN2C(=O)c2cccnc2)O1)NCC1CC1,12.5,-2.3,/,7.2[16.7 µM],-3.8,-17.9,/,/
C[C@H](CO)N1C[C@H](C)[C@H](CN(C)Cc2cccnc2)Oc2cc(-c3cncnc3)ccc2S1(=O)=O,30.8,-2.9,/,-3.7[16.7 µM],/,5.8,-1.0,-1.5
COc1ccc(-c2cc(NC=O)c3ncc(-c4ccc(OC)c(OC)c4)n3c2)c(OC)c1,-25.8,1.1,82.9*,19.7,0.1,-45.8,6.0,46.6
COc1ccc(C(=O)N=C2SC3CS(=O)(=O)CC3N2Cc2ccc(OC)c(OC)c2)cc1 (configuration not stated),/,-0.9,7.4,-6.0,4.7,-12.0,1.8,/
COc1ccc(N(CC(=O)Nc2ccc3c(c2)OCO3)S(=O)(=O)c2ccccc2)c(OC)c1,-12.9,-0.3,17.1,61.7,-12.5,/,/,/
COc1ccc(NC(=O)Nc2ccc3c(c2)C(=O)N([C@H](C)CO)C[C@H](C)[C@@H](CN(C)C(=O)Nc2ccc(C(F)(F)F)cc2)OCCCC[C@@H](C)O3)cc1,7.6,2.0,6.2,-2.4[16.7 µM],/,-1.2,-0.9,-21.4
NC(=O)c1c(N)sc2c1CCCC2,-1.4,1.6,3.2,2.1,-5.9,/,3.4,6.5
CCCN(CCC)CCNC(=O)Cn1cc2c(n1)-c1c(oc(C(=O)N3CCCC3)c1C)CC2,3.3,1.1,-1.2,5.9,-0.8,17.6,-27.4,-14.3
Cc1ccc(-n2cccc2/C=C2/NC(=O)N(CC(=O)Nc3cccc(C)c3)C2=O)cc1,/,/,-3.4,/,0.0,/,-0.1,1.5
C[C@@H]1CN([C@@H](C)CO)C(=O)c2cccc(NS(=O)(=O)c3cn(C)cn3)c2O[C@H]1CN(C)CC1CCCCC1,-5.7,52.2,-4.2,13.3[16.7 µM],0.0,9.7,-2.0,-1.8
O=c1[nH]cc(I)cc1I,0.2,4.1,21.8,-7.1,0.7,-11.9,-0.2,10.9
CCc1ccc(S(=O)(=O)NCc2ccc(C(=O)NCCN(Cc3ccccc3)C(C)C)cc2)cc1,-30.8,-0.9,16.7,-2.4,6.8,19.6,0.1,11.7
COC(c1ccccc1)c1nnc(CCC(=O)N2CCN(Cc3cccs3)CC2)o1 (configuration not stated),-7.2,/,-0.2,/,-8.7,-2.1,0.3,-0.3
O=S(=O)(Cc1ccccc1)Nn1cnnc1,0.9,1.3,/,-4.5,/,-18.1,-13.8,9.2
Cc1noc(C)c1S(=O)(=O)Nc1ccc2c(c1)C(=O)N([C@H](C)CO)C[C@H](C)[C@H](CN(C)S(C)(=O)=O)OCCCC[C@H](C)O2,10.6,13.8,/,11.2[16.7 µM],/,-4.4,-0.1,-6.1
COc1ccc(NC(=O)N[C@H]2CC[C@H](CCNC(=O)c3cc(Cl)cc(Cl)c3)O[C@@H]2CO)cc1,0.1,0.5,2.5,/,/,8.0,-1.3,-66.3
COc1ccc(-c2ncncc2-c2ccc(OC)c(OC)c2)c(O)c1,-5.5,2.6,11.6,/,-1.6,-17.9,1.7,-17.9
O=C(Cn1cnc2c(NCc3ccccc3)ncnc21)NCCCN1CCCC1=O,-2.1,7.6,-26.4,-3.7,6.3,-0.8,-1.1,-5.4
COCCNC(=O)C[C@@H]1C[C@H]2c3cc(NC(=O)C4CCC4)ccc3O[C@H]2[C@@H](CO)O1,-7.9,84.4*,-15.5,13.8[16.7 µM],/,-6.0,-2.1,-4.5
N/N=c1\sc2ccccc2n1-c1ccccc1,-18.4,5.9,/,0.8,/,-18.4,-1.0,/
Cc1cccc(S(=O)(=O)N(C)C[C@H]2OCc3cnnn3CCCC(=O)N([C@H](C)CO)C[C@@H]2C)c1,3.4&7.1,-1.7&0.2,3.3&-7.6,0.4,0.4&-3.5,-3.8&-0.7,-5.5&1.1,1.5&0.6
COc1ccccc1N(C)C(=O)c1cc(S(=O)(=O)N2CCc3ccccc32)cn1C,2.7,0.5,7.1,1.6,1.2,-7.1,-0.1,-1.0
C[C@@H]1CN([C@@H](C)CO)S(=O)(=O)c2ccc(-c3ccncc3)cc2O[C@@H]1CN(C)S(C)(=O)=O,1.9,-3.2,/,3.1[16.7 µM],4.3,1.2,0.3,3.2
Cc1nnc(NC(=O)CSc2nccn2-c2ccc(F)cc2)s1,/,/,2.3,/,0.4,-3.5,-0.5,2.5
COc1ccc(S(=O)(=O)Nc2ccc3c(c2)C(=O)N([C@@H](C)CO)C[C@@H](C)[C@H](CN(C)C(=O)Cc2ccccc2)OCCCC[C@@H](C)O3)cc1,-15.9,-2.3,-14.4,-8.9[16.7 µM],/,1.5,0.8,-4.3
CC(C)C(=O)N1CCC1(C)C(=O)NCc1cc(Cl)ccc1F (configuration not stated),5.9,-1.4,10.4,-3.9,-3.4,13.1,-0.9,-3.6
CCOCCCNC(=O)C1(O)c2cc(Br)ccc2NC(=O)N1c1cccc(OC)c1 (configuration not stated),4.7,0.7,-0.7,6.7,0.0,-5.2,4.7,15.6
CC(=O)N1CCN(Cc2nc3cc(NC(=O)Nc4ccccc4)ccc3n2C)CC1,1.6,-0.9,-10.6,9.1,-8.7,-6.9,1.3,-12.5
CN1CCC(=NNC(=O)CN(c2cccc(Cl)c2)S(C)(=O)=O)CC1,/,/,-20.6,/,6.6,14.9,0.0,-1.9
CC(OC(=O)Cc1n[nH]c(=O)c2ccccc12)C(=O)Nc1ccccc1[N+](=O)[O-] (configuration not stated),7.9,8.4,10.7,-6.2,9.0,11.0,-2.8,8.5
COCCn1c(SCC(=O)NNC(=O)c2cc(Cl)ccc2OC)nnc1-c1ccncc1,-2.2,-0.8,12.3,-8.9,-1.9,2.7,-173.7,5.7
C[C@@H]1CN([C@H](C)CO)C(=O)Cc2cc(NC(=O)Nc3ccccc3)ccc2O[C@@H]1CN(C)S(=O)(=O)c1cccs1,-2.2,48.3,6.4,-7.1[16.7 µM],/,-7.3,-0.7,13.4
CN1C(=O)c2cc(NC(=O)c3ccccc3Cl)ccc2OC[C@H]2O[C@H](CC(=O)O)CC[C@H]21,3.4,-3.3,5.9,10.0[16.7 µM],-5.5,-14.6,-0.5,-4.2
CCN(CC)S(=O)(=O)c1ccc(/C=C/C(=O)OCC(=O)N(C(C)C)C(C)C)cc1,-2.6,6.1,19.0,-3.2,2.0,-0.4,-0.9,-2.8
Nc1nnc(SCc2ccc3c(c2)OCO3)s1,1.5,-0.1,-20.3,-4.0,1.5,/,/,/
COc1ccc(CNC(=O)C[C@H]2C[C@@H]3c4cc(NS(C)(=O)=O)ccc4O[C@@H]3[C@@H](CO)O2)cc1,-9.8,2.0,/,5.7[16.7 µM],-12.3,8.7,-0.9,-9.1
COC(=O)C1C2CC3c4[nH]c5cc(OC)ccc5c4CCN3CC2CC(O)C1OC (configuration not stated),-7.8,3.3,/,-3.6,/,/,4.2,8.6
COc1ccc(Nc2nc(=O)c3cc([N+](=O)[O-])ccc3s2)cc1,-2.5,/,29.3,/,-1.3,-13.7,5.4,-1.2
C[C@H](CO)N1C[C@H](C)[C@@H](CN(C)S(=O)(=O)c2cn(C)cn2)OCCCC[C@H](C)Oc2ccc(NC(=O)Nc3ccc4c(c3)OCO4)cc2C1=O,1.1,-1.4,/,6.7[16.7 µM],/,-1.6,-0.6,1.2
Cc1cc(C(=O)COC(=O)c2ccncc2)c(C)n1CCc1ccc(F)cc1,1.5,/,0.9,/,-10.8,-9.7,0.4,-8.7
